mIDH1 inhibitor: human IDH1 R132H inhibition; O75874; 390,000 compounds, 0.093% hits; IDH1-R132H enzyme, NADPH consumption, diaphorase/resazurin fluorescence; Potency, µM (highest dose often 76.6 µM), for inactives: at the highest dose activity change, negative = inhibition, most hits filed as inhibitors; further: potency means the concentration at half of the fitted maximal effect; on the % scale 0 is the no-effect control and ±100 the full control effect; nearly all actives have a fitted effect of over 65% in size
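IDH1-R132H (0.5 ug/mL) preincubated 30 min with compound, then NADPH (0.016 mM) and alpha-KG (2 mM) added; 80 min at RT, pH 7.5. Remaining NADPH coupled via diaphorase/resazurin to fluorescence (540/590 nm); concentration-response curves normalized to no-enzyme control.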
GLS inh: inhibitors of human glutaminase (GLS); O94925; GLS enzymatic activity, qHTS titration; Potency, µM (titrated, usually from 45.5 µM), without a hit: top-dose activity change, negative = inhibition, most hits filed as inhibitors; 410,000 compounds, 0.21% hits; further: potency means the concentration at half of the fitted maximal effect; on the % scale 0 is the no-effect control and ±100 the full control effect
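Read-out is an Amplex red fluorescence increase coupled through glutamate oxidase and HRP, measured before and after 30 min room-temperature incubation. hKGA is in 45 mM KH2PO4 (pH 8.2) with 0.02% Tween-20; glutamine added as 1mM solution.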
Pin1 inh: blocks the human prolyl isomerase Pin1 | AID 504891 | Pin1 FP peptide displacement, HiFluor488, 10 min | Q13526 | Potency, µM (top dose mostly 115 µM), inactives show at the top dose activity, negative = inhibition, actives largely listed as inhibitors | 390,000 compounds, 0.009% hits; active means well fitted inhibition curve with a large enough effect in the polarisation, with a control signal flat, not every such curve was filed as active; inconclusive means small, poorly fitted or top-dose-only effect, or effect the other way, or a change in a side signal; inactive means no such curve, though single readings can be large or run the other way; the % refers to the polarisation; further: potency means the concentration at half of the fitted maximal effect; on the % scale 0 is the no-effect control and ±100 the full control effect
Target sequence (Q13526 whole entry, looked up): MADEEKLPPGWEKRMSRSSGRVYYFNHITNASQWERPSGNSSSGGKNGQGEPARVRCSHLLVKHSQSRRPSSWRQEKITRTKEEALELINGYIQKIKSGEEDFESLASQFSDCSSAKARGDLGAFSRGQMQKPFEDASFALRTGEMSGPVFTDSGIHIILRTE
rTrxR1 inhibitor: inhibitors of rat thioredoxin reductase 1. O89049. recombinant rTrxR1, NADPH fluorescence consumption, selenite substrate. Potency, µM (top dose mostly 114 µM), without a hit: at the highest dose activity change, negative = inhibition, usual class: inhibitors. 390,000 compounds, 1% hits. AID 588453; further: potency means the concentration at half of the fitted maximal effect; on the % scale 0 is the no-effect control and ±100 the full control effect; nearly all actives have a fitted effect of over 65% in size
Target sequence (O89049 whole entry, looked up): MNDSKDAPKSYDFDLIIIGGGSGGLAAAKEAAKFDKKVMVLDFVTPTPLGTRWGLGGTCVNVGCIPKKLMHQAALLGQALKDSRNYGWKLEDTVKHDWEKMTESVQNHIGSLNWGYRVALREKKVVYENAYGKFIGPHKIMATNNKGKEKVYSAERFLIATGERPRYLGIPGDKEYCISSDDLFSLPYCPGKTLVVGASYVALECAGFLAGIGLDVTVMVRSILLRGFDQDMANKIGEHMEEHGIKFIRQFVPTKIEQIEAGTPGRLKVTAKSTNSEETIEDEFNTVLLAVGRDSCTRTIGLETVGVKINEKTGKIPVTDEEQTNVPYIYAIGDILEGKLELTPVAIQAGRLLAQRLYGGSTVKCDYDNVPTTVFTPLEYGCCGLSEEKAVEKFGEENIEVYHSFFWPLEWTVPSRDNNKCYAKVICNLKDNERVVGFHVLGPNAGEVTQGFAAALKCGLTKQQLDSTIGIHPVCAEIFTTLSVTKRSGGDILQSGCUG
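Rat TrxR1 (90 nM in the dispensed reagent) was pre-reduced with 400 uM NADPH for 5 min at room temperature, then incubated with compound for 15 min. After 400 uM selenite was added, NADPH fluorescence (Ex 340/Em 450 nm) was followed for 8 min.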
PGK inhibitor: T. brucei PGK inhibition; AID 602233; Potency, µM (series often up to 57.5 µM), inactives show top-dose activity change, negative = inhibition, hits mostly inhibitors; 380,000 compounds, 0.043% hits; PGK/GAPDH coupled, Kinase-Glo luminescence, 60 min; P07378; further: potency means the concentration at half of the fitted maximal effect; on the % scale 0 is the no-effect control and ±100 the full control effect; nearly all actives have a fitted effect of over 60% in size
Target sequence (P07378 whole entry, looked up): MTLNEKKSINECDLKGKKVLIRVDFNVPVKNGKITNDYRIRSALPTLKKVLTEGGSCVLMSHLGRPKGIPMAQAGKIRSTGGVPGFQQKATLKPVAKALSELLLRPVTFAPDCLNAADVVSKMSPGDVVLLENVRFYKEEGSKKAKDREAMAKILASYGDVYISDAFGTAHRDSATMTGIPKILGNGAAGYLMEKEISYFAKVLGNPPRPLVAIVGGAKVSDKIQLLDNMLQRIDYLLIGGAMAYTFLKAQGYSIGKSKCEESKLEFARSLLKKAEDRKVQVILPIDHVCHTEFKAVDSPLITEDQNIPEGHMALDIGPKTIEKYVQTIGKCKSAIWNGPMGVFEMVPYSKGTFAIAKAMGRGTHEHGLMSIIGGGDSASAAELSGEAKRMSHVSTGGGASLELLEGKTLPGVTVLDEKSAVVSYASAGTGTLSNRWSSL
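Recombinant glycosomal PGK reaction used 1,3-bisphosphoglycerate generated in-well by GAPDH (100nM final) in 100mM TEA pH 7.6, 5mM MgCl2, 0.01% Tween-20. After 60 minutes at room temperature, ATP was read by Kinase-Glo Plus luminescence end-point.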
HP1b chromo inh: HP1-beta chromodomain-methylated histone interaction inhibition; Potency, µM (titrated, usually from 114 µM), inactives show at the top dose activity change, negative = inhibition, actives largely listed as inhibitors; AlphaScreen HP1-beta / biotin-H3K9me3 peptide binding; 390,000 compounds, 0.56% hits; further: potency means the concentration at half of the fitted maximal effect; nearly all actives have a fitted effect of over 70% in size; inactives centre near 23
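AlphaScreen: HP1-beta (50 nM) preformed 30 min with biotin-H3(1-18)K9me3 peptide (50 nM) in PBS pH 7.4, 0.01% Tween-20. Compound added for 30 min at RT, then streptavidin donor/nickel chelate acceptor beads (10 ug/mL) for 30 min.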
TrxR1 substrate: is turned over as a substrate by rat TrxR1. Potency, µM (highest dose often 114 µM), inactives show top-dose activity change, negative = substrate turnover. purified TrxR1 substrate turnover, NADPH consumption readout. O89049. 390,000 compounds, 0.01% hits; further: potency means the concentration at half of the fitted maximal effect; on the % scale 0 is the no-effect control and ±100 the full control effect; nearly all actives have a fitted effect of over 50% in size
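Rat TrxR1, dispensed at 90 nM, was prereduced with 400 uM NADPH (final) for 5 min at ~22 deg C, then incubated with compound 15 min before 400 uM selenite. A first-read NADPH fluorescence drop versus no-compound background flagged substrates.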
USP1-UAF1 inh: USP1/UAF1 (human) deubiquitinase inhibition | recombinant USP1/UAF1, Ub-Rhodamine cleavage fluorescence | Potency, µM (doses to about 57.1 µM), inactives show top-dose activity change, negative = inhibition, usual class: inhibitors | 390,000 compounds, 0.23% hits; further: potency means the concentration at half of the fitted maximal effect; on the % scale 0 is the no-effect control and ±100 the full control effect; nearly all actives have a fitted effect of over 60% in size; inactives centre near -12
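In this screen, compounds sit with the deubiquitinase complex (1nM) for 15 min at room temperature before Ub-Rho is added at 150nM final. Fluorescence rise is then followed for 6 reads every 60 seconds.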
PI4K2A inh: PI4K2A (human) kinase inhibition. 420,000 compounds, 0.13% hits. activity change, negative = inhibition, % at 76.9 µM. AID 1346378. purified PI4K2A, ADP-Glo luminescence, 1 h; active compounds read low. Q9BTU6; in the data active means activity change below about -50%; inconclusive means mostly about -30% to -49%;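 further: -100% = wells without enzyme as full effect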
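PI4K2A activity was measured by ADP-Glo luminescence: enzyme (4 ug/mL stock) and phosphatidylinositol (1.2 mM stock) in Tris pH 7.5/MgCl2/EGTA/Triton X-100 buffer were reacted with ATP (300 microM stock) for one hour at ambient temperature.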
Active calls of the source: *; i = inactive; ? = inconclusive; nt = not tested or not shown; [ ] = remark or other dose. Unless noted, the call rests on the fitted dose curve; in most records, active means well fitted curve in the direction sought with a large enough effect; inconclusive means small, poorly fitted or top-dose-only effect, or another doubt; inactive means no such curve, though single readings can be large; an effect the other way counts as inactive or inconclusive.

SMILES	mIDH1 inhibitor	GLS inh	Pin1 inh	rTrxR1 inhibitor	PGK inhibitor	HP1b chromo inh	TrxR1 substrate	USP1-UAF1 inh	PI4K2A inh
CC1(C)Cc2ccccc2-c2nnc(SCc3ccccc3)n21	-2%	-9%	-2%	12%	-2%	28%	5%	-14%	3
CCc1cc2c(=O)c(-c3ccc(F)cc3)c(C)oc2cc1OCC(=O)O	-6%	8%	4%	29%[57.1 µM]	-5%	39%[activator]	10%[57.1 µM]	-6%	20
CN(CC(=O)Nc1cccc(F)c1)C(=O)c1ccccc1OCC(=O)Nc1cccc(C(F)(F)F)c1	8%	6%	-3%	0%	-3%	5%	-6%	-7%	-5
O=C(CSc1nc2c(c(=O)n1-c1ccc(Cl)cc1)SCC2)NCc1ccco1	-4%	11%	4%	?	2%	8%	4%[57.1 µM]	-12%	-6
O=C(CCN1CCCCC1)Nc1cccc(Br)c1	-2%	0%	1%	20%	-1%	32%	1%	-12%	-2
C=Cc1ccc(Cn2c(C(=O)O)c(CNCc3cc(Br)ccc3OC)c3ccc(C)cc32)cc1	8%	-3%	4%	16%	i	42%[activator]	0%	-12%	-22
COc1ccc(N=Cc2ccc(N(CCC#N)CCC#N)cc2)cc1	4%	14%	-3%	-17%	-10%	19%	-14%	-18%	3
O=C(Nc1cc(C(F)(F)F)ccc1N1CCOCC1)C1=NN(c2ccccc2)C(=O)CC1	-8%	-7%	7%	2%	-5%	5%	0%	-19%	4
CCn1c(COc2ccccc2)nnc1SCC(=O)c1cccc([N+](=O)[O-])c1	2%	49%[activator]	-4%	?	-10%	-5%	3%	5%	5
COc1cccc(CCNC(=O)c2cnc3sc(N4CCCC4)nn3c2=O)c1	-2%	20%	-2%	-11%	6%	19%	105%[activator]	-14%	-1
O=C(Nc1ccncc1)c1ccccc1[N+](=O)[O-]	8%	-4%	-1%	12%	i	32%	-2%	-9%	3
CCn1c(=O)c2cc(C(=O)NCCCN3CCN(c4ccc(F)cc4)CC3)sc2c2ccccc21	-4%	1%	1%	30%	-8%	7%	10%	-23%	6
CCC(Oc1ccc(C)cc1)C(=O)Nc1ccc(S(=O)(=O)Nc2nccs2)cc1 (centres undefined)	-9%	-20%	-1%	5%	4%	-5%	-1%	-12%	3
CCC(Sc1ncccc1Nc1ccccn1)C(=O)O (centres undefined)	-9%	16%	2%	12%	-6%	37%[activator]	-3%	-10%	-1
Cn1c(=O)c2c(nc(Cc3ccc(N)cc3)n2C)n(C)c1=O	-1%	3%	-2%	4%	10%	43%[activator]	4%	-9%	-1
COC(=O)CN1C(=O)C(O)(CC(=O)c2ccc(C)cc2)c2cc(Br)ccc21 (centres undefined)	1%	-11%	2%	9%	9%	52%[activator]	2%	-10%	0
C/C(=N\Nc1ccccn1)c1ccc(S(=O)(=O)NCc2ccco2)cc1	2%	12%	-1%	-1%	i	?	-5%	-4%	0
CC(C)=CCNc1ncnc2c1c(C#N)cn2C1OC(CO)C(O)C1O (centres undefined)	2%	3%	-3%	15%[11.4 µM]	i	19%	14%[57.1 µM]	-23%	0
Cc1ccc(NC(=O)N2CCN(Cc3nc4ccc(C)cc4o3)CC2)cc1	0%	5%	5%	0%[57.1 µM]	7%	30%	-5%[57.1 µM]	-9%	1
COC(=O)c1sccc1-c1ccc(C(=O)Nc2cccc(Cl)c2)o1	-8%	1%	?	-13%	i	10%	44%[activator]	-11%	6

Random excerpt: 2 entries already listed, in no set order.
SMILES	mIDH1 inhibitor	GLS inh	Pin1 inh	rTrxR1 inhibitor	PGK inhibitor	HP1b chromo inh	TrxR1 substrate	USP1-UAF1 inh	PI4K2A inh
Cn1c(=O)c2c(nc(Cc3ccc(N)cc3)n2C)n(C)c1=O	-1%	3%	-2%	4%	10%	43%[activator]	4%	-9%	-1
O=C(Nc1cc(C(F)(F)F)ccc1N1CCOCC1)C1=NN(c2ccccc2)C(=O)CC1	-8%	-7%	7%	2%	-5%	5%	0%	-19%	4

Next section:
SMILES	mIDH1 inhibitor	GLS inh	Pin1 inh	rTrxR1 inhibitor	PGK inhibitor	HP1b chromo inh	TrxR1 substrate	USP1-UAF1 inh	PI4K2A inh
C=C(Br)Cn1c(CC(C)C)nc2ccccc21	3%	13%	-10%	5%[57.1 µM]	7%	30%	-4%[57.1 µM]	6%	0
COc1ccccc1C(=O)NC(CCSC)C(=O)NNC(=O)C(C)Oc1ccccc1F (centres undefined)	-3%	4%	0%	19%	i	34%	5%	-19%	-2
CN(C(=S)Nc1cccnc1)c1ccc(O)cc1	5%	31%	-4%	-19%	2%	?	-8%	-4%	-23
CC(C)CNC(=O)COC(=O)c1ccc(Cl)c(S(=O)(=O)N2CCc3ccccc32)c1	0%	1%	0%	8%	-2%	24%	-1%	-17%	-1
C/C(=N\NC(=O)c1cc2c(s1)CCC(C)C2)c1ccc[nH]1 (centres undefined)	-3%	-3%	8%	21%	-2%	28%	3%	-11%	-8
N#CCSc1ncnc2ccccc12	0%	1%	14%	22%	i	40%[activator]	-1%	-5%	-2
CCCSc1nnc(CSc2ncccn2)n1C	-4%	-1%	-2%	17%[57.1 µM]	-6%	25%	3%	-15%	-2
COc1ccc(NC(=O)C(CC(C)C)NS(=O)(=O)c2ccc3c(c2)oc(=O)n3C)cc1Cl (centres undefined)	12%	-4%	2%	16%	-11%	14%	2%	9%	-5
CC1CCN(C(=O)NC(=O)c2ccccc2)CC1	0%	1%	0%	22%	i	31%	1%	-8%	1
Cc1ccc(-c2cc(N)n(-c3ccc(F)cc3)n2)cc1	2%	2%	3%	9%[57.1 µM]	0%	?	-14%	-8%	2
CCOC(=O)N1CCN(C(=O)CCCCCn2c(=S)[nH]c3ccsc3c2=O)CC1	4%	-22%	5%	7%[57.1 µM]	-8%	34%	0%[57.1 µM]	-20%	3
Cc1c(C(=O)O)oc2ccc(S(=O)(=O)NCc3ccc4c(c3)OCO4)cc12	2%	-2%	0%	-12%	-11%	26%	-10%	-9%	2
Cc1cc(C(F)(F)F)nn1CC(=O)NCc1cccs1	4%	-4%	0%	24%	-1%	41%[activator]	10%	-19%	-4
Cc1ccc(C(c2nnnn2CC2CCCO2)N2CCN(C(=O)c3ccco3)CC2)cc1 (centres undefined)	-2%	4%	4%	?	6%	41%[activator]	3%[57.1 µM]	-12%	-5
COc1ccc(C2=NO[C@@H]3[C@@H]4C[C@@H]([C@H]5C(=O)N(C)C(=O)[C@@H]45)[C@H]23)cc1	-2%	-4%	-3%	-11%	-5%	32%	-9%	-19%	-1
CCCCn1c(=O)[nH]c(=O)c2c1nc(-c1cc(Br)ccc1OC)n2C	0%	6%	-7%	14%	-1%	16%	7%	-12%	3
O=C(CSc1nnc(-c2cccnc2)n1-c1ccccc1)Nc1ccccc1	4%	-1%	0%	22%	nt	47%[activator]	1%	-10%	1
O=C(O)C1Nc2c(Cl)cc(Cl)cc2C2C=CCC12 (centres undefined)	4%	7.9µM*	?	20µM*	25µM*	28µM*	4%	?	-12
CC(C)N(C(=O)[C@H]1CC(CC(=O)NCc2cccc(C(F)(F)F)c2)C(=O)N2CCc3c([nH]c4ccccc34)[C@]12C)C(C)C (some centres undefined)	-5%	-5%	?	4%	-9%	3%	-14%	?	1
CC(=O)N1CCN(CC(=O)NC(=O)Nc2ccc3c(c2)OCCO3)CC1	2%	3%	-6%	-14%	2%	13%	-7%	-18%	-1

Brought forward from above: two compounds, followed by the next part.
SMILES	mIDH1 inhibitor	GLS inh	Pin1 inh	rTrxR1 inhibitor	PGK inhibitor	HP1b chromo inh	TrxR1 substrate	USP1-UAF1 inh	PI4K2A inh
CC(C)N(C(=O)[C@H]1CC(CC(=O)NCc2cccc(C(F)(F)F)c2)C(=O)N2CCc3c([nH]c4ccccc34)[C@]12C)C(C)C (some centres undefined)	-5%	-5%	?	4%	-9%	3%	-14%	?	1
CC(=O)N1CCN(CC(=O)NC(=O)Nc2ccc3c(c2)OCCO3)CC1	2%	3%	-6%	-14%	2%	13%	-7%	-18%	-1
O=C(Nc1ccc(Cc2ccncc2)cc1)c1ccco1	12%	0%	1%	2%[57.1 µM]	i	31%	-24%[57.1 µM]	-20%	15
CC(C)OC(=O)c1ccc(NC(=O)C2C3CC4OC(=O)C2C4C3)cc1 (centres undefined)	-4%	-2%	-8%	2%[57.1 µM]	3%	-9%	4%	-3%	4
CCC(C)[C@H](NC(=O)Nc1cccc(Cl)c1)C(=O)O (some centres undefined)	2%	14%	-7%	18%[57.1 µM]	3%	29%	15%[57.1 µM]	-4%	-2
CN(C)S(=O)(=O)c1ccc(NC(=O)COC(=O)C2CC3CCCC(C2)C3=O)cc1 (centres undefined)	6%	-5%	3%	36%	-4%	60%[activator]	13%	-20%	-3
CCOc1cc2[nH]c(=O)n(Cc3ccc(C(=O)NCCN(CC)CC)cc3)c(=O)c2cc1OCC	-5%	1%	7%	9%[57.1 µM]	i	26%	4%[57.1 µM]	3%	-2
O=C(Nc1ccc2c(c1)OCO2)c1ccc(N2C(=O)c3ccccc3C2=O)cc1	0%	-2%	0%	14%[57.1 µM]	i	19%	5%[57.1 µM]	-4%	5
O=C(Nc1ccc(N2CCOCC2)cc1)C1CC(=O)N(c2ccc(F)cc2)C1 (centres undefined)	4%	37%[activator]	-4%	18%	-9%	30%	7%	-21%	-3
CCN(CC)CCCN(C)C(=O)Cn1nc(Cc2ccncc2)c2ccccc2c1=O	1%	1%	-6%	14%	4%	61%[activator]	9%	-20%	-17

The list is partial (hit frequency here may not be typical).
